Rpn11 inh: Rpn11 (human) deubiquitinase inhibition | O00487 | human 26S proteasome, Ub4-pepOG fluorescence polarization; 20S core pre-blocked with epoxomicin | calls only at 20 µM | actives 0.59% (n = 360,000);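 active = inhibition at 20 µM, scaled to each plate's controls, above about 33%, limit read from the data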
Target sequence (O00487 whole entry, looked up): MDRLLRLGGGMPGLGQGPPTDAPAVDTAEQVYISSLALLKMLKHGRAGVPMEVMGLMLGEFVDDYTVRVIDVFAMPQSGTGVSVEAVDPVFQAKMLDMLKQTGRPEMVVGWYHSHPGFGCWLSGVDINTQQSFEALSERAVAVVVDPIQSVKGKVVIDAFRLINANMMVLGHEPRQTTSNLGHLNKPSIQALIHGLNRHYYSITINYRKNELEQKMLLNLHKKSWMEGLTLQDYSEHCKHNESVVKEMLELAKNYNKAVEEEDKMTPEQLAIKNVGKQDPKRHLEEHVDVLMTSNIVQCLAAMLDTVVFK
Tb MetRS inh: blocks T. brucei methionyl-tRNA synthetase activity. purified T. brucei MetRS, ATP depletion, Kinase-Glo luminescence. inhibition, % at 11.9 µM. actives 0.4% (n = 360,000);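 active = inhibition above a per-plate cutoff of the control wells' mean inhibition plus 3 SD, cut at about 5.5% in these data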;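 note: 0% = DMSO wells median and 100% = median of wells with control inhibitor compound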
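assay system = parasite MetRS enzyme | timing = 15 min preincubation, 2 h reaction, all 25 °C | evaluation = percent inhibition relative to median high and low control wells | medium = HEPES buffer containing pyrophosphatase, BSA, spermine, DTT | compound = single dose, 11.9 µM final nominal, 0.9% final DMSO | detection = Kinase-Glo luminescence, ATP depletion format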
DNMT1 inh: blocks human DNA methyltransferase DNMT1; P26358; DNMT1 molecular beacon, Hinp1I cleavage, fluorescence; inhibition (reported as % activation of signal), % at 10 µM; actives 0.83% (n = 360,000); in the data active = inhibition above about 50%
LMPTP inh: blocks human LMPTP phosphatase; P24666; recombinant LMPTP-A, OMFP fluorogenic substrate, fluorescence intensity; inhibition, % at 20 µM; actives 0.22% (n = 360,000);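 active = compounds that cut the enzyme signal by at least half of the control window in the single-dose screen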;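 note: plate controls were DMSO wells with enzyme plus substrate for no effect and substrate without enzyme for full effect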
Target sequence (P24666 whole entry, looked up): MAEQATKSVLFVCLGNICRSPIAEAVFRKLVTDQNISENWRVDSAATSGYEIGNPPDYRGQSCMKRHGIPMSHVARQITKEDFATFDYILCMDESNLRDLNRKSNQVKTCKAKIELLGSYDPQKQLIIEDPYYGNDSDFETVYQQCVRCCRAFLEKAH
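Test system: LMPTP-A, protein tyrosine phosphatase of low molecular weight; Input: 0.625 nM enzyme; Incubation: 50 min dark incubation at room temperature; Signal: endpoint fluorescence intensity from OMFP dephosphorylation; Read-out basis: % inhibition versus control wells.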
Scp-1 inhibitor: blocks human Scp-1 phosphatase activity; inhibition, % at 20 µM; actives 0.88% (n = 340,000); Recombinant Scp1, phosphopeptide, malachite green phosphate absorbance; Q9GZU7;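 active = inhibition above about 50% at 20 µM, limit read from the data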;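 note: plate controls were DMSO wells with enzyme for no effect and wells lacking enzyme for full effect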
Target sequence (Q9GZU7 76-261 limits assumed): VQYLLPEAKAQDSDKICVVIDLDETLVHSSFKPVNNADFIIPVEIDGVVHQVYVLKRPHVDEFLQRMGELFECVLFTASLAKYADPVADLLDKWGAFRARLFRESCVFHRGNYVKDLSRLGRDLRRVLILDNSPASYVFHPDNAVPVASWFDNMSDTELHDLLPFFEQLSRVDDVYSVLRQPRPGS
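Test system: SCP-1 catalytic domain; Buffer or medium: Acidic Tris acetate buffer with magnesium and detergent; Also added: Phosphorylated 17-residue peptide substrate; Compound: single 20 µM dose, 1% DMSO; Schedule: enzyme reaction 45 min at room temperature, colour 5 min, stabilisation 30 min; Signal: Phosphate-binding colour reagent, absorbance read at 630 nm.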
CSN deneddyl inh: blocks human CSN-mediated cullin deneddylation | Purified CSN, SCF-Nedd8-OG deneddylation, fluorescence polarization | inhibition, % at 12.5 µM | actives 0.38% (n = 360,000) | AID 651999;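 active = pattern-corrected inhibition above about 35%, with an unprinted fluorescence ratio check between 0.5 and 1.5, limit read from the data, passing the limit was not always enough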;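 note: 0% = enzyme with substrate and 100% = substrate without enzyme; some results filed as inactive read as strong as hits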
Target sequence (Q92905 whole entry, looked up, one chain of several): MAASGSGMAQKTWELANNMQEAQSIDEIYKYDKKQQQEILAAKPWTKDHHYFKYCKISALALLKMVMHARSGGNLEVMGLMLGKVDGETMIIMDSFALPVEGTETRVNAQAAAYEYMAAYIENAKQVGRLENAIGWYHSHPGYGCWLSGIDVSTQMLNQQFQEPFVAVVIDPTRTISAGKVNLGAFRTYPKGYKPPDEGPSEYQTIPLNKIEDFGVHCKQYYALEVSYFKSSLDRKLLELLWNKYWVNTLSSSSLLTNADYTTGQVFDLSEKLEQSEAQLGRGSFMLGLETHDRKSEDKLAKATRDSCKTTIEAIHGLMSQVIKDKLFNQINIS
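Assay system: purified human Csn5 enzyme expressed in HEK293T cells; measure: % inhibition; also added: SCFSkp2-Nedd8OG substrate at 10 nM final; technique: fluorescence polarization; times: reaction 90 min, room temperature; medium: Tris buffer pH 7.5, NaCl, DTT, Tween-20, trehalose, ovalbumin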
MsrA inh: bovine MsrA inhibition. purified bovine MsrA, absorbance read-out. actives 0.75% (n = 360,000). inhibition, % at 15.5 µM; in the data active = inhibition above about 4.5%;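 note: 0% = vehicle wells with enzyme and 100% = reference inhibitor wells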
SUMO1-SIM PPI: SUMO1-SIM interaction modulation | P63165 | SUMO1 binding to a labelled peptide, TR-FRET, 1 h | inhibition, % at 20 µM | actives 0.33% (n = 360,000); in the data active = inhibition above about 37%
STEP inh: blocks human striatal-enriched tyrosine phosphatase | actives 0.25% (n = 360,000) | inhibition, % at 20 µM | AID 588621 | recombinant STEP, OMFP fluorogenic substrate, fluorescence | P54829;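 active = inhibition at 20 µM, scaled per plate between control wells, above about 37%, limit read from the data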;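 note: 0% = DMSO with enzyme and substrate and 100% = substrate only without enzyme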
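Assay system: isolated STEP enzyme. Buffer or medium: pH 6.0 Bis-Tris with DTT and Tween 20. Also added: fluorogenic phosphatase substrate OMFP at 25 µM final. Dosing: 20 µM, 1% DMSO. Timing: 20 min reaction, room temperature, in the dark. Measured by: fluorescence intensity, excitation 480 nm, emission 540 nm. Evaluation: normalized % inhibition.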
NadD inh: inhibitors of Staphylococcus aureus NadD; purified NadD enzyme, colorimetric absorbance read-out; inhibition, % at 20 µM; actives 0.78% (n = 360,000); in the data active = inhibition above about 26%; note: some compounds past the cut are filed as inactive
The depositor's hits bear a star; i = inactive; . = no result given; + = active, no number. Rows are unselected. About 3.9% of those tested had a hit in this group.

SMILES | SUMO1-SIM PPI | CSN deneddyl inh | LMPTP inh | NadD inh | Tb MetRS inh | STEP inh | DNMT1 inh | Rpn11 inh | Scp-1 inhibitor | MsrA inh
NC(=O)CC(NC(=O)Cc1ccc(Br)cc1)c1ccc(NCc2ccccn2)c([N+](=O)[O-])c1 (centres undefined) | -27 | 3 | -0.6 | 4 | -0.3 | 1 | 1 | i | 3 | -0.2
CSCC[C@H](NC(=O)c1cccc(S(=O)(=O)N2CCN(C)CC2)c1)c1nc2ccccc2[nH]1 | -4 | -5 | 7.7 | 1 | 0.4 | 5 | 8 | i | 39 | -0.6
Clc1ccc(-c2ccc(C=Nc3ccc(N4CCOCC4)cc3)o2)c(Cl)c1 | -15 | 10 | 11 | -4 | 1.8 | 3 | 2 | i | -1 | 0.2
CCc1cc(C(=O)Nc2cc(S(=O)(=O)N(CC)CC)ccc2N2CCOCC2)sc1C | 3 | 1 | 2.7 | -5 | -0.2 | 2 | 1 | i | -8 | -0.7
Cn1c(C2CCCCC2)nc2c1c(=O)[nH]c(=O)n2Cc1ccccc1 | 5 | 2 | -1.3 | -5 | 0.7 | -2 | 0 | i | -8 | 0.0
Cc1cc(C)c2nc(NC(=O)c3cccc(S(=O)(=O)N4CCc5ccccc54)c3)sc2c1 | 3 | -2 | 3.7 | 44* | 0.3 | 5 | -9 | i | -12 | -1.1
COc1cc2c(cc1OC)C(c1ccccc1Cl)N(C)CC2 (centres undefined) | 4 | 17 | -1.4 | 5 | 1.2 | -1 | 2 | i | -8 | -1.5
Cc1cc(C)c2nc(NC(=O)C3CSC4(C)CCC(=O)N34)sc2c1 (centres undefined) | -7 | 6 | 2.1 | 0 | -0.1 | 3 | -5 | i | -1 | -0.2
S=C(NCc1ccco1)N1CCN(c2cccc(Cl)c2)CC1 | -5 | 0 | 0.0 | -1 | -0.8 | 4 | -3 | i | -3 | 0.5
CC(=O)Nc1ccc(NC(=O)Cn2nc(C(=O)Nc3ccc(C)cc3)ccc2=O)cc1 | -2 | 3 | -0.7 | -1 | 0.8 | 1 | -13 | i | -5 | 0.3

Entries above containing a Cl atom, in the order listed:
SMILES | SUMO1-SIM PPI | CSN deneddyl inh | LMPTP inh | NadD inh | Tb MetRS inh | STEP inh | DNMT1 inh | Rpn11 inh | Scp-1 inhibitor | MsrA inh
Clc1ccc(-c2ccc(C=Nc3ccc(N4CCOCC4)cc3)o2)c(Cl)c1 | -15 | 10 | 11 | -4 | 1.8 | 3 | 2 | i | -1 | 0.2
COc1cc2c(cc1OC)C(c1ccccc1Cl)N(C)CC2 (centres undefined) | 4 | 17 | -1.4 | 5 | 1.2 | -1 | 2 | i | -8 | -1.5
S=C(NCc1ccco1)N1CCN(c2cccc(Cl)c2)CC1 | -5 | 0 | 0.0 | -1 | -0.8 | 4 | -3 | i | -3 | 0.5

(next part)
SMILES | SUMO1-SIM PPI | CSN deneddyl inh | LMPTP inh | NadD inh | Tb MetRS inh | STEP inh | DNMT1 inh | Rpn11 inh | Scp-1 inhibitor | MsrA inh
Cc1nc(C)c(C(=O)C2=C(O)C(=O)N(CCCn3ccnc3)C2c2ccc(Cl)cc2)s1 (centres undefined) | -6 | -2 | -6.0 | 6 | -0.9 | 1 | -1 | i | -7 | 1.3
CCC(c1nnnn1C(C)(C)C)N1CCN(Cc2ccccc2OC)CC1 (centres undefined) | -3 | -2 | -1.5 | -2 | -1.3 | -2 | 7 | i | 2 | -0.4
CCCc1cc(=O)[nH]c(SCC(=O)N(CC)Cc2ccccc2)n1 | 1 | 4 | -0.9 | 3 | -0.9 | -8 | 1 | i | 2 | 0.3
CCc1nnc(NC(=O)CSc2nc3cc4c(cc3cc2C)OCCO4)s1 | -3 | -3 | -0.6 | 1 | -0.8 | -1 | 26 | i | 0 | -0.7
CCOc1ccccc1Nc1nnc(SCC(=O)N2CCCC2)s1 | 1 | 2 | -1.5 | 1 | -0.3 | 0 | 1 | i | -10 | 1.1
Cc1ccc(NC(=O)Nc2sc(=S)n(C)c2C)cc1 | -3 | -1 | -2.3 | 11 | -0.3 | -1 | 1 | i | 0 | .
CCOc1ccc(CCNC(=O)CCS(=O)(=O)c2ccc(OC)cc2)cc1OCC | 0 | -2 | -0.4 | 3 | -0.8 | -1 | 12 | i | 17 | -0.8
CCOCc1nnc(NC(=O)CCc2ccccc2)s1 | 2 | -4 | -0.5 | -4 | -0.1 | 2 | 0 | i | 5 | 2.0
Cc1cc(Cl)ccc1OCCCC(=O)NNC(=O)c1ccccc1O | 2 | -2 | 1.0 | -1 | 6.0* | 1 | -1 | i | -5 | -0.1
COCCNc1nc2nonc2nc1N(C)Cc1ccc(C)cc1 | -4 | -12 | -1.0 | -5 | 0.0 | -3 | 0 | i | -12 | 1.4

Some of the entries so far, with each value named:
Cc1nc(C)c(C(=O)C2=C(O)C(=O)N(CCCn3ccnc3)C2c2ccc(Cl)cc2)s1 (centres undefined)
- SUMO1-SIM PPI = -6
- CSN deneddyl inh = -2
- LMPTP inh = -6.0
- NadD inh = 6
- Tb MetRS inh = -0.9
- STEP inh = 1
- DNMT1 inh = -1
- Rpn11 inh = i
- Scp-1 inhibitor = -7
- MsrA inh = 1.3
CCC(c1nnnn1C(C)(C)C)N1CCN(Cc2ccccc2OC)CC1 (centres undefined)
- SUMO1-SIM PPI = -3
- CSN deneddyl inh = -2
- LMPTP inh = -1.5
- NadD inh = -2
- Tb MetRS inh = -1.3
- STEP inh = -2
- DNMT1 inh = 7
- Rpn11 inh = i
- Scp-1 inhibitor = 2
- MsrA inh = -0.4

Further compounds
SMILES | SUMO1-SIM PPI | CSN deneddyl inh | LMPTP inh | NadD inh | Tb MetRS inh | STEP inh | DNMT1 inh | Rpn11 inh | Scp-1 inhibitor | MsrA inh
COc1ccc(C2CC(c3ccccc3)=NN2C(=O)COC(=O)c2cccc(O)c2)cc1 (centres undefined) | 2 | 1 | 4.0 | 8 | 0.2 | -2 | -4 | i | -13 | 1.2
COc1ccc(C(CC(=O)N2CCCCC2)c2c(OC)cc(OC)c3c(-c4ccccc4)cc(=O)oc23)cc1 (centres undefined) | 4 | 26 | 15 | 7 | -0.2 | 3 | 102* | i | 79* | 0.2
O=C(/C=C/c1ccco1)c1cccnc1 | 7 | 27 | -0.9 | -1 | 0.1 | 4 | 48 | i | 44 | 2.1
Cc1nnc(NC(=O)c2cccc(Br)c2)s1 | 2 | 4 | -0.1 | -1 | -0.8 | -2 | 10 | i | -8 | -0.1
Cc1nc(CCN2C(=O)c3ccccc3C2=O)cs1 | -10 | 2 | -0.7 | -1 | -0.5 | -3 | 0 | i | -7 | -0.3
C/C(=N\NC(=O)c1sccc1C)c1cccnc1 | 8 | 2 | -2.0 | -10 | -0.2 | 0 | 0 | i | -11 | 0.7
Cc1ccccc1-n1cc[nH]c1=S | 2 | 4 | -0.5 | -2 | -0.2 | 1 | 1 | i | -3 | -1.1
NC(=O)CCC(=O)N1CCCC(C(=O)c2ccc3c4c(cccc24)CC3)C1 (centres undefined) | -13 | -2 | -0.7 | 5 | 0.5 | 2 | -6 | i | -12 | 1.1
Oc1c(C(c2ccco2)N2CCC3(CC2)OCCO3)sc2ncnn12 (centres undefined) | -5 | -4 | -0.5 | 2 | -0.2 | 3 | 84* | i | -1 | 1.1
CCn1c(=O)cc(SCC(=O)NCc2ccc(C)cc2)c2ccccc21 | 6 | 2 | -0.9 | -2 | -0.5 | -2 | 0 | i | -6 | 1.6
COc1ccc(/C=c2/sc3n(c2=O)C(c2ccccc2OC)C2=C(N=3)c3ccccc3CC2)cc1O (centres undefined) | -7 | 8 | 4.0 | 53* | -0.1 | -1 | -25 | + | 5 | 1.7
O=C(Cc1ccccc1)Nc1ccc2c(c1)C(=O)N(CC1CCCO1)C2=O (centres undefined) | -8 | -3 | -0.1 | -2 | -0.2 | -5 | -2 | i | -6 | -1.0
Cc1ccc(NC(=S)N(CCCN2CCOCC2)Cc2ccccn2)cc1 | 2 | -4 | -5.7 | -4 | -0.1 | 2 | 1 | i | -13 | 0.7
COc1cccc(NS(=O)(=O)c2ccc(S(=O)(=O)N3CCCC3)cc2)c1 | -1 | -3 | -0.6 | -8 | -0.3 | -5 | -3 | i | -1 | -0.1
Cc1ccc(OCCOC(=O)c2cccc(S(=O)(=O)N3CC(C)OC(C)C3)c2)cc1 (centres undefined) | 1 | -4 | 1.2 | -10 | -0.6 | 1 | 4 | i | -8 | -1.0
CCC(=O)N1CCN(c2ccccc2NC(=O)COc2cccc(C)c2)CC1 | -6 | -2 | 0.3 | 0 | -0.4 | -4 | -4 | i | -3 | 1.1
COc1ccccc1NS(=O)(=O)c1cc(C(=O)N2CCCC2)ccc1F | -2 | -3 | -0.1 | 1 | -0.3 | 2 | 1 | i | -3 | -0.1
COCCNS(=O)(=O)c1cc2[nH]c3c(c2cc1C)C(=O)CC(C)(C)C3 | 0 | -4 | -0.6 | -2 | -0.2 | 0 | 0 | i | -3 | 0.3
CN1CCN(S(=O)(=O)c2ccc(NC(=S)NC(=O)C3CCCCC3)cc2)CC1 | 3 | -2 | 0.3 | 0 | -0.5 | 18 | -1 | i | 7 | 0.5
CC1CN(C(=O)CN2C(=O)NC(C)(c3ccccc3)C2=O)CC(C)O1 (centres undefined) | 5 | -1 | 1.1 | 1 | -0.3 | 0 | 1 | i | -4 | -0.9
O=C(Nc1nc(-c2ccc3ccccc3c2)cs1)C1CCN(S(=O)(=O)c2cccs2)CC1 | -1 | 6 | -1.3 | 22 | 0.0 | -1 | -4 | i | -6 | 0.4
Cc1cccc(OCCCC(=O)NCCc2ccccc2)c1 | 0 | -2 | 0.0 | -3 | -0.5 | -3 | -1 | i | -8 | -0.2
O=C(O)c1[nH]c2ccccc2c1C(c1c(F)cccc1Cl)c1c(C(=O)O)[nH]c2ccccc12 | 6 | -1 | -0.4 | 1 | 0.0 | -4 | 0 | i | -6 | -1.1
CC(C)(C)NC(=O)COC(=O)c1ccc(O)cc1 | -2 | 2 | -0.5 | -3 | -0.4 | -2 | 0 | i | 0 | -0.8
Cc1ccccc1CC(=O)N1CCCC1 | 1 | 1 | -1.3 | -8 | -0.2 | -5 | 1 | i | -3 | 0.2
COc1ccc(S(=O)(=O)Nc2cccc3c2O[C@H](CN(C)C(=O)Nc2ccc4c(c2)OCO4)[C@@H](C)CN([C@H](C)CO)C3=O)cc1 | 3 | 3 | -0.7 | 0 | -0.3 | 0 | -2 | i | 5 | 1.1
